FUS suppressor: qHTS for Suppressors of FUS Proteinopathy: Primary screen using FUS-linked yeast assay. S. cerevisiae FUS-expressing, growth rescue, OD600, 24 h. 390,000 compounds, 0.24% hits. Potency, µM (doses to about 76.6 µM), inactives show at the highest dose growth rescue (activation), actives largely listed as activators;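 further: potency means the concentration at half of the fitted maximal effect; plate controls were DMSO vehicle for no effect and reference control for full effect; nearly all actives have a fitted effect of over 55% in size; some results filed as inactive show a strong effect at the top dose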
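S. cerevisiae expressing FUS from galactose induction served as the toxicity model. Growth after 24hr at 30C, read as absorbance at 600 nm, indicates suppression of toxicity; compounds dosed at several concentrations.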
Abeta rescue: qHTS for compounds that reverse cellular toxicity of Amyloid beta (A-beta) peptide in yeast: Primary Screen; yeast expressing A-beta42, growth rescue, OD600, 48 h; response scale: 0% DMSO, 100% iron-clioquinol control; Potency, µM (highest dose often 46.1 µM), for inactives: at the top dose growth rescue, hits mostly activators; 410,000 compounds, 0.063% hits; AID 1347071, 2019; further: potency means the concentration at half of the fitted maximal effect; nearly all actives have a fitted effect of over 55% in size
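Yeast growth medium received pinned compounds, then yeast cells expressing toxic A-beta were added; plates incubated at 30 C for 48 hr. Growth read as absorbance at 600 nm, normalized to DMSO and equimolar FeCl3 plus clioquinol controls.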
EPAC2 antag: qHTS for Antagonist of cAMP-regulated guanine nucleotide exchange factor 2 (EPAC2): primary screen; EPAC2 GEF exchange of Rap1B-BODIPY-GDP, fluorescence; Potency, µM (doses to about 114 µM), without a hit: at the top dose activity, negative = inhibition, usual class: inhibitors; 360,000 compounds, 0.18% hits; AID 720708, 2013; further: potency means the concentration at half of the fitted maximal effect; on the % scale 0 is the no-effect control and ±100 the full control effect; nearly all actives have a fitted effect of over 45% in size; many of its hits are not listed in these tables
Target sequence (Q8WZA2 whole entry, looked up): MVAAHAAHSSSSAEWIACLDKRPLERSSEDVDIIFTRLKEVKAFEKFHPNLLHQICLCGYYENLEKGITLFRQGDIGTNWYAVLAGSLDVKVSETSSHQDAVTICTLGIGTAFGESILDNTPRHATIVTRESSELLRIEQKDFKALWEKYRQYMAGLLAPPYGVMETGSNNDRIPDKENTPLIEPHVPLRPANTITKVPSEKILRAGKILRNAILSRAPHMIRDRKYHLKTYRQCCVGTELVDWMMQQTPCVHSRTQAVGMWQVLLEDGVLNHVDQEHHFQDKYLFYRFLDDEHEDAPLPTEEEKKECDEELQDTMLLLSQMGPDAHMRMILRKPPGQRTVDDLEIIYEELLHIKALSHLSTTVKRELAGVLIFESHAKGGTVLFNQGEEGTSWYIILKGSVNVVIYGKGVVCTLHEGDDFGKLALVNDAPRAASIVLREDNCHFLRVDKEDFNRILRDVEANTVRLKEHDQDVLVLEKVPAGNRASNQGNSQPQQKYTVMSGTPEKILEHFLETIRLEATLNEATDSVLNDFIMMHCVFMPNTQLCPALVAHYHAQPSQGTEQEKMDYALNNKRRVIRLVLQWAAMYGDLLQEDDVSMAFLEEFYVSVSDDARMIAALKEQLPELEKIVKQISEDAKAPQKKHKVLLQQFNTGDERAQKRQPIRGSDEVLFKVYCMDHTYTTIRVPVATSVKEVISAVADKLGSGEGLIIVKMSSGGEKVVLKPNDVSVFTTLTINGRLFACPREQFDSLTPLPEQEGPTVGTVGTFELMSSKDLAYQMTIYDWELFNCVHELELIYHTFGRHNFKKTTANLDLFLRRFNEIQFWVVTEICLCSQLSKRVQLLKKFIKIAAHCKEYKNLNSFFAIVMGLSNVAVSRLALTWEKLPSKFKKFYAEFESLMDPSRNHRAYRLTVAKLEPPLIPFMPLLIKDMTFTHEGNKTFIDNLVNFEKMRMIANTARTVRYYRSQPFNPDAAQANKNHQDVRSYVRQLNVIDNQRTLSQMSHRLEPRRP
aSyn yeast inh: qHTS of alpha-syn Inhibitors. AID 652106, 2013. Yeast expressing alpha-synuclein, growth rescue, BacTiter-Glo, 24 h. 370,000 compounds, 0.14% hits. Potency, µM (top dose mostly 46.1 µM), inactives show top-dose growth rescue (activation), hits mostly activators; further: potency means the concentration at half of the fitted maximal effect; % of control where 0% means no effect; nearly all actives have a fitted effect of over 65% in size
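Readout is rescue of growth in alpha-synuclein-expressing yeast, so inhibitors of toxicity appear as activators. Growth after 24 hr at 30 deg C in galactose medium is quantified by luminescence.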
EPAC2 ag: qHTS for Agonist of cAMP-regulated guanine nucleotide exchange factor 4 (EPAC2): primary screen; EPAC2 activation, biochemical qHTS; response scale: 100% = 6.5 mM cAMP response; 360,000 compounds, 0.079% hits; AID 720711, 2013; Potency, µM (series often up to 154 µM), without a hit: at the highest dose activation, most hits filed as activators; Rap guanine nucleotide exchange factor 4 (Homo sapiens), Q8WZA2; further: potency means the concentration at half of the fitted maximal effect; nearly all actives have a fitted effect of over 50% in size
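Guanine nucleotide exchange by EPAC2 is measured as reduced fluorescence of BODIPY-GDP once it is released from 250 nM Rap1B. Plates are read kinetically for 30 min at room temperature; results are scaled to 6.5 mM cAMP.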
D3 ag: qHTS of D3 Dopamine Receptor Agonist: qHTS. D3R DiscoveRx beta-arrestin cells, luminescence, 90 min. max activation, %. D(3) dopamine receptor (Homo sapiens), P35462. 410,000 compounds, 0.58% hits; in the data active means max activation above about 30%; further: 0% is about no effect; mostly tested at two doses, the higher about 12 µM
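Cells at 1500/well, incubated overnight, then treated with pinned compounds (dopamine as control) for 90 min at 37 degrees C. DiscoveRx reagent added for 30 - 60 minutes at room temperature; luminescence read.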
TDP43 rescue: qHTS of TDP-43 Inhibitors | TDP-43 expressing yeast growth rescue, BacTiter-Glo, 24 h | 410,000 compounds, 1.8% hits | AID 652104, 2013 | Potency, µM (top dose mostly 46.1 µM), inactives show at the highest dose growth rescue (activation), actives largely listed as activators; further: potency means the concentration at half of the fitted maximal effect; % of control where 0% means no effect; nearly all actives have a fitted effect of over 50% in size
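In this qHTS, compounds that restore growth of yeast expressing TDP-43 appear as activators. Cells (OD600=0.02, galactose medium, raffinose-pregrown) are incubated with compound 24 hr at 30 deg C and growth is quantified by BacTiter-Glo.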
DRD3 antagonist: qHTS of D3 Dopamine Receptor Antagonist: qHTS. D(3) dopamine receptor (Homo sapiens), P35462. D3R cells, DiscoveRx beta-arrestin luminescence, antagonist mode; hits give low values. max response, negative = inhibition, %. 360,000 compounds, 2.5% hits; in the data active means max response below about -50%; inconclusive means no clear call, values can overlap the other calls; further: on the % scale 0 is the no-effect control and ±100 the full control effect; mostly tested at two doses, the higher about 12 µM
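Cells plated overnight at 1500 cells/well, then exposed to library compounds with dopamine controls for 90 minutes at 37 degrees C. DiscoveRx reagent added for 30–60 minutes at room temperature; luminescence read, quantitative HTS format.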
* hit, by the source's call; ? = inconclusive; . = not tested or not shown; & = joins results of further samples; [ ] = remark or other dose. Unless noted, the call rests on the fitted dose curve; in most records, active means well fitted curve in the direction sought with a large enough effect; inconclusive means small, poorly fitted or top-dose-only effect, or another doubt; inactive means no such curve, though single readings can be large; an effect the other way counts as inactive or inconclusive. This is a subset (hit frequency here may not be typical).

SMILES	FUS suppressor	Abeta rescue	EPAC2 antag	aSyn yeast inh	EPAC2 ag	D3 ag	TDP43 rescue	DRD3 antagonist
COc1ccc(CN2C(=O)CCC2(C)c2nnnn2-c2ccc3c(c2)OCCO3)cc1 (stereo unspecified)	10%	-4%	1%	-7%	10%	1	17%	-19
CC(C)(C)N1CC(c2nc3ccccc3n2Cc2ccc(F)cc2)CC1=O (stereo unspecified)	32%	-10%	-3%	-1%	-12%	0	-12%	-7
CC(C)c1nnc(NC(=O)CCS(=O)(=O)c2nc(-c3cccs3)cc(C(F)(F)F)n2)s1	52%	-7%	-6%	-1%	-8%	-13	5%	?
COc1cc(-c2ccc(N3C(c4ccsc4)=Cc4ccccc4C3CC(C)=O)cc2)cc(OC)c1OC (stereo unspecified)	26%	-2%	2%	-2%	7%	12	33%	5
Cc1cccc(NC(=O)C2CCCN(C(=O)Nc3ccccc3)C2)c1C (stereo unspecified)	19%	-10%	16%[57.1 µM]	-12%	7%	5	1%	5
COc1ccc(Cc2c(-c3ccc(C)cc3)nc3cc(C)c(Br)c(C)n23)c(C)c1	6%	-17%	8%	-5%	7%	-5	7%	0
CCOc1cccc2sc(Nc3nc4ccc(NC(C)=O)cc4s3)nc12	43%	33%	-1%	-1%	-6%	3	22%	18
COc1ccc(NC(=O)C(c2cc3c(cc2[N+](=O)[O-])OCO3)N(C)Cc2ccccc2)cc1 (stereo unspecified)	19%	-2%	-6%	3%	4%	9	-23%	9
CCc1cc(=O)oc2cc(C)cc(OCC(=O)NCCCN3CCOCC3)c12	-4%	2%	1%	11%	5%	3	17%	-9
CN(C1CCS(=O)(=O)C1)S(=O)(=O)c1cccs1 (stereo unspecified)	-18%	7%	2%	7%	1%	10	-26%	2
Cc1ccc(N/C(N)=N/c2nc(CSc3ccccn3)cc(=O)[nH]2)c(C)c1	-1%	-12%	12%	0%	-5%	4	-24%	0
COc1ccc(OC)c(NC(=O)C(=O)/C=C(\O)c2cc(OC)ccc2OC)c1	28%	-24%	-3%	-18%	4%	0	-6%	?
COc1ccccc1N1CCN(C(=O)c2cc(-c3ccccc3)nc3c2cnn3C(C)C)CC1	-44%	9%	15%	?	-4%	3	16%	18
Cc1ccc(C(=O)Nc2cccc(C(F)(F)F)c2)cc1NC(=O)c1nccn1C	-14%&-28%	5%&-7%	0%&24%	2%&2%	-10%&-7%	0&-21	24%&1%	17&-14
O=C(CCCOc1ccccc1)N1CCN(c2ccc(F)cc2)CC1	15%	-12%	-2%	17%	13%	-10	?	0
Cn1c(SCC(=O)Nc2nc(C(C)(C)C)cs2)nnc1C1CC1	1%	7%	-7%	-2%	11%	4	-7%	-24
COc1ccc(C(=O)Nc2ccc3c(c2)C(=O)c2ccccc2C3=O)cc1OC	.	-7%	-12%	8%	-7%	8	16%	13
O=c1cc(COc2ncnc3ccccc23)nc2sccn12	-13%	-1%	6%	-2%	9%	-1	13%	0
CC(C)c1ccc(NC(=O)CN2CCN(c3ccccn3)CC2)cc1	-12%	14%	-6%	3%	6%	9	10%	-13
CC(C)C[C@H](NC(=O)c1[nH]cnc1C(=O)N[C@@H](Cc1ccccc1)C(=O)OCc1ccccc1)C(=O)OC(C)(C)C	22%	-5%	-28%	2%	-8%	-27	-17%	?
CCc1ccc(NC(=O)Cn2c(=O)n(Cc3ccccc3)c(=O)c3oc4ccccc4c32)cc1	3%	-2%	.	.	.	-7	20%	.
O=C(NC1(C(F)(F)F)N=C2SCCN2C1=O)c1ccccc1 (stereo unspecified)	2%	0%	-3%	.	3%	-3	-10%	7
COCCN1C(=O)N[C@@H](c2cccc(C(F)(F)F)c2)[C@H](C(C)=O)[C@H]1C	-5%	-6%	-9%	1%	3%	3	0%	1
Cc1ccc(C)c(NS(=O)(=O)c2ccc3oc(=O)c4ncn(C)c4c3c2)c1	-14%	-16%	.	.	.	-22	3%	.
COc1ccc(OC)c(S(=O)(=O)Nc2c(NC3CCCCC3)c3ccccc3oc2=O)c1	37%	9%	-15%	13%	6%	-9	-4%	19
Cc1cc(C)cc(NC(=S)NN)c1	4%	-5%	-7%	3%	8%	1	19%	-10
COCCn1c(=NC(=O)c2cc(-c3cccs3)nc3ccccc23)sc2cc(S(N)(=O)=O)ccc21	?	-8%	4%	0%	2%	11	3%	32
O=C(CCN1C(=O)C2C3C=CC(C4CC34)C2C1=O)Oc1ccccc1 (stereo unspecified)	-5%	-20%	0%[57.1 µM]	0%	10%	1	-10%	13
COc1ccc2c(CC(=O)OCC(=O)Nc3ccc4c(c3)OCO4)coc2c1	17%	14%	-2%	11%	4%	3	?	9
COc1ccc(CNC(=O)C[C@H]2C[C@H](C(=O)N3CCCCC3)[C@@]3(CCc4ccccc4)c4[nH]c5ccc(Cl)cc5c4CCN3C2=O)cc1OC	?	15%	2%	-7%	2%	-23	?	-28
COc1ccc(OC)c(C2C(C(=O)c3cc4ccccc4o3)=C(O)C(=O)N2c2cc(C)on2)c1 (stereo unspecified)	.	-15%	17%	8%	-14%	-5	-10%	0
CCOc1ccc2nc(NC(=O)CCn3cccc3)sc2c1	4%	4%	9%	1%	3%	1	?	21
S=C(NCCc1ccccc1)N1CCN(C2CCCCC2)CC1	-1%	4%	9%	4%	-1%	-10	.	-13
Cc1cccc(N2CCN(C(=O)Cn3ncc4c3-c3ccccc3OC4)CC2)c1C	?	-3%	.	.	.	13	18µM*	.
Cc1ccccc1C(=O)NC(C(N)=O)P(=O)(OC(C)C)OC(C)C (stereo unspecified)	3%	2%	7%	12%	-8%	-6	-8%	5
COc1ccc(NC(=O)CCC(=O)Nc2nnc(C3CCCCC3)s2)c(OC)c1	7%	-5%	3%	0%	4%	-4	22%	-11
COc1ccccc1OCC(=O)Nc1ccc(-c2nnc(-c3ccco3)o2)cc1	-4%	16%	6%	0%	0%	-3	2%	-6
O=C(COC(=O)c1cccc(F)c1)NCCC1=CCCCC1	10%	-2%	-7%	-3%	17%	-2	18%	-11
COCCCNC(=O)CN1C(=O)c2cccc3cccc1c23	17%	3%	-1%	-15%	15%	-7	-11%	-16
Cc1ccccc1OCC1CN(CN2CCOCC2)C(=O)O1 (stereo unspecified)	4%	12%	-1%	3%	6%	-2	-4%	-19
CN(CCCNC(=O)C1CCN(S(=O)(=O)c2cccc3nsnc23)CC1)Cc1ccccc1	11%	-7%	16%	-3%	-1%	-4	-18%	?
Cc1cc(C)cc(OCc2nc(-c3cccnc3)no2)c1	4%	-4%	-12%	17%	-4%	-9	?	12
C[C@H](NC(=O)c1ncn2c1C(=O)NC[C@@H]2C)C(=O)OC(C)(C)C	-7%	9%	2%	2%	-2%	-3	16%	28
COC(=O)c1cc(S(=O)(=O)N2CCCC(C)C2)c[nH]1 (stereo unspecified)	-32%	3%	0%	7%	1%	0	21%	11
O=C(CCS(=O)(=O)c1ccc(Br)cc1)NCc1cccs1	.	1%	6%	-1%	0%	-10	-16%	0
COc1ccc2nc(SCC(=O)Nc3ccccc3OC)[nH]c2c1	4%	24%	-10%	4%	4%	3	20%	3
CC(=O)c1sc(NCc2ccc(C)cc2)nc1C	30%	-3%	-11%	1%	10%	5	-7%	-12
CN(CC(=O)Nc1cccc(F)c1)C(=O)c1cc(=O)[nH]c2ccccc12	5%	6%	-4%	-8%[1.84 µM]	1%	4	0%	-7
c1csc(-c2nnc(N3CCOCC3)c3ccccc23)c1	-5%	-4%	-4%	2%	0%	0	?	8
Cc1cc(NC(=O)CCC(=O)N(c2ccccc2)C(C(=O)NC2CCCC2)c2ccncc2)no1 (stereo unspecified)	13%	-7%	21%	-14%	2%	8	6%	-5
COc1ccc(OC)c(S(=O)(=O)N2CCN(c3ccc(F)cc3)CC2)c1	?	-34%[inhibitor]	-24%	20%	3%	1	16%	0
COc1cccc(/C=C/C(=O)OCC(=O)c2c[nH]c3ccccc23)c1	29%	-4%	-2%	0%[1.84 µM]	8%	-16	-6%	-9
Cc1cc(Br)c2nc3c(c(C(=O)O)c2c1)CCCCC3	10%	6%	0%	1%	6%	-4	-1%	20
O=c1[nH]c(CN2CCN(S(=O)(=O)/C=C/c3ccccc3)CC2)nc2ccccc12	8%	6%	-2%	7%	2%	4	11%	-13
O=C(c1ccc(NC(=O)C2(c3ccccc3)CCOCC2)cc1)N1CCOCC1	4%	11%	2%	1%	3%	-2	10%	14
Cc1cc(OCC(=O)Nc2ccc(CN3CCOCC3)cc2)ccc1Cl	.	-4%	-9%	2%	0%	3	-2%	0
COCC(=O)Nc1ccccc1Br	.	18%	-1%	-5%	-1%	2	0%	0
COc1cc(NC(=O)COC(=O)c2cc(S(=O)(=O)N3CCOCC3)ccc2F)cc(OC)c1	21%	7%	-12%	3%	15%	21	-9%	12
Cc1ccccc1CSCc1nc2ccccc2[nH]1	5%	30%	-8%	0%	9%	-5	-11%	4
CC(C)(C)NC(=O)c1oc2ccccc2c1NC(=O)c1ccccc1F	0%	?	.	.	.	-6	5%	.
Cc1[nH]c2ccc(C(=O)NCCCN3CCCC3)cc2c1C	7%	.	-6%	-1%	5%	-10	0%	-5

Some of these compounds in order of length of the SMILES, largest number first.
SMILES	FUS suppressor	Abeta rescue	EPAC2 antag	aSyn yeast inh	EPAC2 ag	D3 ag	TDP43 rescue	DRD3 antagonist
COc1cc(NC(=O)COC(=O)c2cc(S(=O)(=O)N3CCOCC3)ccc2F)cc(OC)c1	21%	7%	-12%	3%	15%	21	-9%	12
CC(C)(C)NC(=O)c1oc2ccccc2c1NC(=O)c1ccccc1F	0%	?	.	.	.	-6	5%	.
Cc1cc(OCC(=O)Nc2ccc(CN3CCOCC3)cc2)ccc1Cl	.	-4%	-9%	2%	0%	3	-2%	0
Cc1[nH]c2ccc(C(=O)NCCCN3CCCC3)cc2c1C	7%	.	-6%	-1%	5%	-10	0%	-5
